# Compound activity deposited in PubChem BioAssay by several laboratories.
# PriA SSB inh: inhibitors of Klebsiella pneumoniae PriA binding to SSB C-terminal tail, primary screen, biochemical, AlphaScreen; AlphaScreen SSBct-PriA binding, biotinylated peptide; inhibition, % at 33 µM; AID 1272365, 2023; 430,000 compounds, 0.6% hits; PriA–SSB C-terminal tail interaction (Klebsiella pneumoniae); in the data active = inhibition mostly above about 37%, no sharp cut-off; inactive = mostly below about 20%;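 also: plate controls were negative control peptide for no effect and reference peptide for full effect; strong numbers were not always called active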
# MazF activator: activators of E. coli MazEF toxin-antitoxin RNase, primary screen, biochemical, fluorescence, uHTS | Endoribonuclease toxin MazF (Escherichia coli (strain K12)), P0AE70 | FAM/BHQ RNA-DNA oligo cleavage fluorescence, 5 h | activation, % at 20 µM | 350,000 compounds, 0.32% hits | AID 504720, 2011; in the data active = activation above about 50%
# Target sequence (P0AE70 whole entry, looked up): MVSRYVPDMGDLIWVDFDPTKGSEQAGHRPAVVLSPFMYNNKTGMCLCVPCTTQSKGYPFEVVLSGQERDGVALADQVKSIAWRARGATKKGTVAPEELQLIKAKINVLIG
# VHR inh abs: VHR1 phosphatase inhibitors, primary screen, biochemical, absorbance, uHTS; 290,000 compounds, 0.52% hits; Dual specificity protein phosphatase 3 (Homo sapiens), P51452; inhibition, % at 13.3 µM; recombinant VHR phosphatase, pNPP absorbance; in the data active = inhibition above about 50%; also: some compounds called inactive have numbers as strong as hits
# GDH-TPI counter: GDH-TPI coupling enzyme inhibitors, primary screen, artefact control for M. tuberculosis FBA inhibitor project, biochemical, absorbance, full deck | 360,000 compounds, 1.2% hits | AID 588335, 2011 | inhibition, % at 4.8 µM | GDH-TPI coupled enzyme counterscreen, NADH absorbance; in the data active = inhibition above about 30%;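 also: 0% = DMSO wells and 100% = wells lacking the enzyme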
# Mtb FBA inh: Mtb FBA enzyme inhibitors, primary screen, biochemical, fluorescence, strain H37Rv; Fructose-bisphosphate aldolase (Mycobacterium tuberculosis (strain ATCC 25618 / H37Rv)), …; purified M. tuberculosis FBA, fluorescence read-out; 360,000 compounds, 2.3% hits; AID 588726, 2011; inhibition, % at 1 µM; in the data active = inhibition above about 27%;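 also: 0% = vehicle and 100% = reference inhibitor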
# Numbers without * were called inactive; . = not tested or not shown.
# A first look:
item	compound	PriA SSB inh	MazF activator	VHR inh abs
1	O=[N+]([O-])c1cccc(C([O-])=C(C(=S)Nc2cccc3ccccc23)[n+]2ccccc2)c1	.	7	.
2	Nc1c(Br)cc2c3c(cccc13)-c1ccccc1-2	-4	-11	.
3	N#Cc1ccc(OCC(=O)Nc2cc(S(=O)(=O)N3CCOCC3)ccc2N2CCCC2)cc1	-2	-1	.

item	GDH-TPI counter	Mtb FBA inh
1	16	6
2	.	.
3	.	.

# All compounds of this part, from the start:
item	compound	PriA SSB inh	MazF activator	VHR inh abs
1	O=[N+]([O-])c1cccc(C([O-])=C(C(=S)Nc2cccc3ccccc23)[n+]2ccccc2)c1	.	7	.
2	Nc1c(Br)cc2c3c(cccc13)-c1ccccc1-2	-4	-11	.
3	N#Cc1ccc(OCC(=O)Nc2cc(S(=O)(=O)N3CCOCC3)ccc2N2CCCC2)cc1	-2	-1	.
4	Cc1ccc(S(=O)(=O)N(C)c2ccc(OCC(=O)Nc3cc(C(=O)O)ccc3Cl)cc2)cc1	2	1	.
5	O=C(Nc1cc(S(=O)(=O)N2CCOCC2)ccc1N1CCCC1)c1ccccc1C(F)(F)F	8	7	.
6	C#CCOCCOCCOCCNc1nc(N2CCN(C(=O)[C@H](Cc3cc4ccccc4[nH]3)n3cc([C@@H](N)Cc4ccc(O)cc4)nn3)CC2)nc(N2CCN(C(=O)[C@H](Cc3cc4ccccc4[nH]3)n3cc([C@@H](N)CC(C)C)nn3)CC2)n1	22	-83	30

item	GDH-TPI counter	Mtb FBA inh
1	16	6
2	.	.
3	.	.
4	.	.
5	.	.
6	.	.

# Part of the list above, bar-delimited.
no. | structure | PriA SSB inh | MazF activator | VHR inh abs | GDH-TPI counter | Mtb FBA inh
3 | N#Cc1ccc(OCC(=O)Nc2cc(S(=O)(=O)N3CCOCC3)ccc2N2CCCC2)cc1 | -2 | -1 | . | . | .
4 | Cc1ccc(S(=O)(=O)N(C)c2ccc(OCC(=O)Nc3cc(C(=O)O)ccc3Cl)cc2)cc1 | 2 | 1 | . | . | .

# Some of the compounds tested. The share of hits here may be higher or lower than overall.
